# Fluorescein fluor: fluorescein region autofluorescence; Compound autofluorescence, 480/540 nm, fluorescein-equivalent; stronger effect = higher value; max fluorescein-equivalent concentration, M; 0.91% of 59,000 active; AID 593; in the data active = max fluorescein-equivalent concentration above about 10 nM; inconclusive = between about 1.1 nM and that limit
#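 Spectral profiling of library compounds in the fluorescein window (480 nm excitation, 540 nm emission) after 15 min at room temperature in pH 8.0 Tris (100 mM). Values are dye-equivalent concentrations.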
# HBB splice mod: hemoglobin beta splicing modulation | HBB splicing reporter cell assay, activation; EGFP reporter with mutant IVS2-654 intron; response scale: normalised to 500 nM splice-correcting PNA | 0.06% of 65,000 active | Potency, µM (doses to about 46.1 µM), inactives show at the top dose activation, most hits filed as activators | AID 925; also: potency is read from the fitted curve at half-maximal effect; 0% is about no effect
#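 HeLa cells stably expressing EGFP interrupted by mutant beta-globin intron 2 (IVS2-654), 500/well in 2% FCS. Treated with compound for 2 days at 37C. Splicing correction scored as total well GFP intensity (488 nm excitation, 500-520 nm emission); 500 nM antisense PNA served as control.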
# 4MU fluor: 4-MU region autofluorescence | compound autofluorescence, 340/450 nm, 4-MU equivalents; stronger effect = higher value | max dye-equivalent concentration, M | 11% of 59,000 active | AID 589; in the data active = max dye-equivalent concentration above about 10 nM; inconclusive = mostly about 1.1 nM to 9.6 nM
#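 Intrinsic fluorescence at 340/450 nm (ex/em) was read after 15 min at room temperature in pH 8.0, 100 mM Tris. Each compound concentration expressed as 4-MU-equivalent concentration from a six-point 4-MU standard series on each plate.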
# TexasRed autofl: Texas Red region autofluorescence; Compound fluorescence, Texas Red channel, 547/618 nm; stronger effect = higher value; max dye-equivalent concentration, M; 0.06% of 59,000 active; AID 587; in the data active = max dye-equivalent concentration above about 10 nM; inconclusive = between about 1.1 nM and that limit
#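 Dye-equivalent concentrations come from scaling compound signal (ex 547, em 618 nm) to six Texas Red standard concentrations run on every plate, after 15 min room-temperature incubation in pH 8.0 Tris (100 mM).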
# UbGFP stabilizer: ubiquitin-GFP accumulation via proteasome inhibition. Ubiquitin-GFP reporter cells, proteasome inhibition, GFP fluorescence; response scale: untreated = 0%, 10 µM MG-132 = 100%. Potency, µM (highest dose often 45.9 µM), inactives show top-dose activation (GFP accumulation), hits mostly activators. 67,000 tested, under 10 active. AID 526; active = well fitted activation curve with a large enough effect, not every such curve was filed as active; inconclusive = small, poorly fitted or top-dose-only effect, or another doubt; inactive = no such curve, though single readings can be large or run the other way; also: potency is read from the fitted curve at half-maximal effect
#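 Proteasome blockade was scored as a rise in GFP-expressing U2OS cells carrying a ubiquitin(G76V)-GFP construct, imaged after 4 hr compound treatment at 37 °C across a 46 uM–2.9 nM series.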
# ALOX15 inhib: 15-hLO (ALOX15) enzyme inhibition | P16050 | purified 15hLO-1, xylenol orange hydroperoxide absorbance | Potency, µM (top dose mostly 57.1 µM), for inactives: at the highest dose activity change, negative = inhibition, actives largely listed as inhibitors | 1.4% of 74,000 active | AID 887; also: potency is read from the fitted curve at half-maximal effect; % is scaled to controls: 0 for no effect and ±100 for the full control effect; nearly all actives have a fitted effect of over 55% in size
# Target sequence (P16050 whole entry, looked up): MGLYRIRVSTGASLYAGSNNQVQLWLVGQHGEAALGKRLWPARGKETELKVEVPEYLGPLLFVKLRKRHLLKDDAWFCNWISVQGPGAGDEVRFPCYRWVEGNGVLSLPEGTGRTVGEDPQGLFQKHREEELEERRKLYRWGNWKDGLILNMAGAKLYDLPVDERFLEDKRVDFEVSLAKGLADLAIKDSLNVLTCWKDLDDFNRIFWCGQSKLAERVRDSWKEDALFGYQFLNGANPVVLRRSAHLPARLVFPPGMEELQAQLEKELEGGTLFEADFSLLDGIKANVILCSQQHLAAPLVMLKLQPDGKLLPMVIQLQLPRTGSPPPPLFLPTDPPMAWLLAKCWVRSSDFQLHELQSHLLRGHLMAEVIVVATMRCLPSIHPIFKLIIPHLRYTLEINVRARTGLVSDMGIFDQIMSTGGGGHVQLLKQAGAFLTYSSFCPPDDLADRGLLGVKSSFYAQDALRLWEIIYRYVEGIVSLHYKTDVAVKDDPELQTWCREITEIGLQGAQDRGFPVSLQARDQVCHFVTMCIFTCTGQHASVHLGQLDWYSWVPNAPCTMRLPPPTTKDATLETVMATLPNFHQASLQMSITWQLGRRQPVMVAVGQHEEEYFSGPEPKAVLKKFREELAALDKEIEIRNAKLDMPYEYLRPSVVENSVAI
#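 Quantitative HTS in 25 mM Hepes pH 7.5 containing 0.01% Triton X-100: human 15hLO-1 at 40 nM, arachidonic acid at 50 uM, 6 min turnover. Product quantified via ferrous oxidation/xylenol orange, 573:405 nm absorbance ratio.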
# HADH2 inh: HADH2 (human) dehydrogenase inhibition; Potency, µM (top dose mostly 57.1 µM), for inactives: at the highest dose activity change, negative = inhibition, most hits filed as inhibitors; Q99714; recombinant HADH2, NADH fluorescence, beta-hydroxybutyryl-CoA; 3.4% of 73,000 active; also: potency is read from the fitted curve at half-maximal effect; % is scaled to controls: 0 for no effect and ±100 for the full control effect; nearly all actives have a fitted effect of over 60% in size; many of its hits are not listed in these tables
# Target sequence (Q99714 whole entry, looked up, one chain of several): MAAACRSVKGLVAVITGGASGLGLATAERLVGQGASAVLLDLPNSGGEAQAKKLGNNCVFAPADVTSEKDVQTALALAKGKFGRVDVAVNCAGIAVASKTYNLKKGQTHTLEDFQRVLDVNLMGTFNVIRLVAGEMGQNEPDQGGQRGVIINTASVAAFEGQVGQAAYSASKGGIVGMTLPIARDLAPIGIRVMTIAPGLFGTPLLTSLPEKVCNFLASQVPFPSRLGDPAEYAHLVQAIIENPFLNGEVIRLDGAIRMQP
#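 20 nM HADH2 + cpd, 15 min RT; add 1 mM NAD+/90 uM beta-hydroxybutyryl-CoA; kinetic fluorescence 360/450 nm, 4 min. Tris-HCl pH 9.0, 0.01% Tween-20.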
# Rhodamine autofl: rhodamine region autofluorescence | AID 594 | 0.05% of 59,000 active | max dye-equivalent concentration, M | Rhodamine-region fluorescence, 547/598 nm, Tris buffer; stronger effect = higher value; in the data active = max dye-equivalent concentration above about 11 nM; inconclusive = between about 1.1 nM and that limit
#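 A six-point rhodamine series on each plate calibrates the signal. Compounds sit in 100 mM Tris (pH 8.0) for 15 min at ambient temperature before imaging through 547 nm/598 nm filters.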
# DNA Pol III inh: blocks replication by bacterial DNA polymerase III holoenzyme; Potency, µM (top dose mostly 57.1 µM), for inactives: top-dose activity change, negative = inhibition; 0.25% of 71,000 active; reconstituted DNA polymerase III holoenzyme replication, biochemical; AID 603; also: potency is read from the fitted curve at half-maximal effect; % is scaled to controls: 0 for no effect and ±100 for the full control effect
#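 Reconstituted *E. coli* holoenzyme (0.35 nM Pol III, 1 nM beta, 154 nM SSB, 2 nM primase) was preincubated with compound for 15 min at RT. Synthesis on 1.4 nM ssM13Gori ran 35 min, then was stopped with PicoGreen/EDTA and read as dsDNA fluorescence.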
# Epigenetic mod: epigenetic GFP locus derepression in mouse cells. mouse C127i GFP locus derepression, cytometry, 30 h. Potency, µM (doses to about 46.1 µM), for inactives: at the top dose GFP derepression (activation). 0.09% of 68,000 active. AID 597; also: % of control where 0% means no effect
#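 Read-out is the number of GFP-positive cells, scored as fluorescent objects 20 to 120 um wide, reflecting derepression of a silenced CMV-GFP reporter in murine C127i cells after 30 h compound exposure at 37 C.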
# Hsp90 Hop PPI: changes Hsp90-Hop TPR2A binding signal, up or down | AlphaScreen TPR2A-His6 binding biotin-Hsp90 C-terminal peptide | Potency, µM (series often up to 57 µM), without a hit: top-dose activity change, negative = inhibition | 0.44% of 71,000 active | AID 595; active = well fitted curve in either direction with a large enough effect; inconclusive = small, poorly fitted or top-dose-only effect, or another doubt; also: potency is read from the fitted curve at half-maximal effect; % is scaled to controls: 0 for no effect and ±100 for the full control effect; many of its hits are not listed in these tables
# Numbers without * were called inactive; i = inactive; ? = inconclusive; · = not tested or not shown; & = joins results of further samples; [ ] = dose if it differs, or a comment. Unless noted, calls follow the shape of the dose curve; as a rule, active = well fitted curve in the direction sought with a large enough effect; inconclusive = small, poorly fitted or top-dose-only effect, or another doubt; inactive = no such curve, though single readings can be large; an effect the other way counts as inactive or inconclusive. The list is partial (hit frequency here may not be typical).
Molecule	TexasRed autofl	UbGFP stabilizer	HBB splice mod	Rhodamine autofl	Fluorescein fluor	HADH2 inh	4MU fluor	ALOX15 inhib	DNA Pol III inh	Epigenetic mod	Hsp90 Hop PPI
Cc1nc(SCC(=O)c2ccc(F)cc2)n[nH]1	·	4%[9.17 µM]	1.8%[0.0738 µM]	·	·	1%[11.4 µM]	·	-4%[11.4 µM]	1%[11.4 µM]	0%	-6%[11 µM]
Cc1noc(/C=C/N(C)C)c1S(=O)(=O)N1CCc2ccccc21	·	16%	3.5%	·	·	?	·	-21%	1%	·	-5%[2.3 µM]
Cc1ccc(-c2c3c(=O)n(C)c(=O)n(C)c3cn2N2CCOCC2)cc1	i	-4%	2.0%[57.5 µM]	i	?	1%	?	-3%	1%	-2%	-6%
CC1CC(C)CN(c2ncc3c(n2)CC(c2ccccc2Cl)CC3=O)C1 (stereo unspecified)	i	-2%	-1.7%[57.5 µM]	i	i	-1%	?	-8%	2%	2%	-3%
O=C(Nc1cccc(C(F)(F)F)c1)c1cc(S(=O)(=O)N2CCCCC2)ccc1N1CCOCC1	i	1%	-0.6%[57.5 µM]	i	i	?	?	0%	-3%	3%	10%
CCOC(=O)N1CCN(Cc2nc3c(c(=O)[nH]c(=O)n3C)n2CCCc2ccccc2)CC1	?	7%	-3.5%	i	i	4%	i	1%	-2%	-1%	-1%
CCSC(=N)N	?	4%&8%	-0.5%	i	i	3%&-11%	i	13%	-3%&-4%	0%&-3%	0%&0%
CC(=O)Nc1nc2n(n1)C(c1ccccc1)C=C(c1ccccc1)N2 (stereo unspecified)	·	0%	0.7%[9.22 µM]	·	·	28%	·	20µM*	-15%	2%	-12%
Cc1ccc2cc(CN(Cc3cccs3)Cc3nnnn3C(C)(C)C)c3nnnn3c2c1	?	-3%	·	i	i	-3%	i	-1%	1%	1%	0%
CCCC(=O)Nc1cc(-c2cn3cccnc3n2)ccc1OC	i	10%	3.4%	i	i	2%	1.9e-07M*	8%	-3%	-2%	-4%
CCCn1c(C)nc2c(N3CCC(N4CCN(C)CC4)CC3)nc(C)nc21	·	4%	-0.4%	·	·	7%	·	6%	-1%	·	0%
Cc1cc(C)nc(NCCCc2ccccc2)n1	i	6%	0.4%[57.5 µM]	i	i	6%	i	16%	-6%	-2%	2%

# Arranged by SMILES length (falling): some entries from above
Molecule	TexasRed autofl	UbGFP stabilizer	HBB splice mod	Rhodamine autofl	Fluorescein fluor	HADH2 inh	4MU fluor	ALOX15 inhib	DNA Pol III inh	Epigenetic mod	Hsp90 Hop PPI
Cc1ccc2cc(CN(Cc3cccs3)Cc3nnnn3C(C)(C)C)c3nnnn3c2c1	?	-3%	·	i	i	-3%	i	-1%	1%	1%	0%
Cc1noc(/C=C/N(C)C)c1S(=O)(=O)N1CCc2ccccc21	·	16%	3.5%	·	·	?	·	-21%	1%	·	-5%[2.3 µM]
Cc1nc(SCC(=O)c2ccc(F)cc2)n[nH]1	·	4%[9.17 µM]	1.8%[0.0738 µM]	·	·	1%[11.4 µM]	·	-4%[11.4 µM]	1%[11.4 µM]	0%	-6%[11 µM]

# Continuation:
Molecule	TexasRed autofl	UbGFP stabilizer	HBB splice mod	Rhodamine autofl	Fluorescein fluor	HADH2 inh	4MU fluor	ALOX15 inhib	DNA Pol III inh	Epigenetic mod	Hsp90 Hop PPI
CCOCCCNC(=O)c1cc2c(=O)n3cccc(C)c3nc2n1C	·	6%	1.4%	·	·	3%	·	-4%	-4%	·	0%
CCc1ccc(CC)c(S(=O)(=O)Nc2ccc(O)c(C(=O)O)c2)c1	i	0%	-0.9%	i	i	-29%	i	-11%	-6%	2%	-4%
Cc1ccc(C)c(NC(=O)c2ccccc2O)c1	?	-4%	1.7%[1.84 µM]	i	i	-12%	1.7e-08M*	-12%	0%	0%	-2%
O=C(NCc1cccs1)C1CC(=O)N(c2ccccc2)C1 (stereo unspecified)	i	-5%	·	i	i	-10%	?	12%	2%	-2%	2%
COC(=O)c1coc(-c2ccc(C)cc2)c1C(=O)OC	·	-6%	-7.4%	·	·	-3%	·	-11%	0%	0%	12%
CN(Cc1ccccc1)c1nc2c(c(=O)[nH]c(=O)n2C)n1CCCSc1ncccn1	?	-3%	2.8%[57.5 µM]	i	i	9%	i	-2%	-6%	0%	-2%
Cc1ccc2cc(CN(C(=O)c3ccncc3)C(C)C)c(=O)[nH]c2c1	i	-1%	-0.8%	i	i	?	i	-2%	-6%	0%	-2%
CC1CN(C(=O)c2cc3c(s2)CCC3)CC(C)O1 (stereo unspecified)	i	-3%	0.4%[57.5 µM]	i	i	-1%	i	17%	-5%	-2%	0%
Cc1cccc(OCC(=O)Nc2ccccc2N2CCCCC2)c1	i	-5%	0.8%	i	i	-3%	i	-2%	2%	0%	?
Cc1sc2nc(C(C)Nc3ccccc3N3CCOCC3)[nH]c(=O)c2c1C (stereo unspecified)	i	2%	-0.1%[57.5 µM]	i	i	-11%	?	-9%	-2%	5%	-15%
CC(=O)Nc1nc2ccc(Br)cc2s1	i	-9%	-3.1%	i	i	0%	i	-4%	0%	-1%	4%
CCN1CCCC1CN(Cc1cc2cc(OC)ccc2[nH]c1=O)C(=O)NCc1ccccc1 (stereo unspecified)	?	-3%	·	i	i	0%	2.7e-07M*	-2%	-2%	3%	-4%
COc1ccc(-n2nnnc2SCC(=O)N2CCCC2)cc1OC	i	1%	0.5%	i	?	-5%	i	6%	2%	-1%	-3%
CCC(=O)Nc1ccc(C(=O)Nc2cccnc2)cc1	i	0%	0.2%	i	i	-6%	i	0%	1%	3%	-1%
Cc1ccc(-n2c(N)c(C(N)=O)sc2=S)cc1	i	·	·	i	i	·	i	·	·	0%[20.6 µM]	·
CCOC(=O)C1CCCN(C(=O)C2CCC(CNS(=O)(=O)c3ccc(NC(C)=O)cc3)CC2)C1 (stereo unspecified)	i	8%	-0.5%	i	i	-2%	i	1%	3%	2%	2%
O=C(NCc1ccco1)c1ccc2c(=O)n(CCC3=CCCCC3)c(=O)[nH]c2c1	i	1%	-2.3%	i	i	-21%	i	-7%	7%	0%	0%
Cc1ccc(NS(=O)(=O)c2cccc(C(=O)N3CCOCC3)c2)cc1	i	1%	-3.7%	i	?	1%	i	4%	-4%	1%	-4%
COc1cccc(OC)c1OCCNC[C@@H]1COc2ccccc2O1	?	1%&-5%	-0.1%	i	?	0%&-8%	i	-26%[25.6 µM]	-6%&-6%	0%&0%	-3%&-3%
CCc1ccc(-c2nc(CN3CCCC(C(=O)NCCc4ccc(OC)c(OC)c4)C3)c(C)o2)cc1 (stereo unspecified)	i	0%	-0.4%	i	i	-10%	i	-16%	-4%	0%	-3%
CCOC(=O)N1CCN(C(=O)Cn2c(C)cc3ccccc3c2=O)CC1	i	1%	-0.2%	i	i	-1%	?	18%	3%	-2%	-4%
O=C(CSCc1ccco1)c1ccc(Cl)s1	i	2%	-1.5%	i	i	·	i	-24%	-3%	-1%	-2%
CCCCCc1c(C)nc(Nc2ccccc2)[nH]c1=O	i	2%	-0.2%	i	i	?	i	-6%	-11%	0%	-6%
CC(C)c1ccccc1NC(=O)c1ccco1	i	3%	0.0%[57.5 µM]	i	?	-4%	?	4%	-2%	-1%	2%
Cc1ccccc1OCC1Cn2c(nc3c2c(=O)[nH]c(=O)n3C)O1 (stereo unspecified)	i	1%	·	i	i	2%	i	8%	-2%	1%	-1%
CCC(Sc1ccccn1)C(=O)Nc1nnc(C)s1 (stereo unspecified)	i	-1%	-1.2%	i	i	-1%	i	14%	-6%	-1%	-3%
CS(=O)(=O)N1CCC[C@@]2(CCN(C(=O)Nc3cccc(C#N)c3)C2)C1	i	-4%	-0.4%	i	i	-5%	i	12%	-8%	-2%[9.22 µM]	2%
NC[C@@H](O)CSCc1ccc(Cl)cc1	i	0%[9.17 µM]	2.4%[9.22 µM]	i	?	-3%[11.4 µM]	i	2%[11.4 µM]	-1%[11.4 µM]	2%[9.22 µM]	1%[11 µM]
O=C(NCc1ccccn1)c1ccc(NC(=O)c2ccco2)cc1	i	10%	0.3%	i	i	2%	i	3%	0%	-3%	-1%
O=C(CN1CCCCC1)Nc1cc(Cl)ccc1Cl	?	1%	0.8%	i	i	9%	i	-1%	-10%	-2%	1%
Cc1cccn2c(=O)c(/C=N/O)c(N3CCCCC3)nc12	i	12%	0.6%	i	i	107%	1.3e-08M*	13%	-7%	0%	-1%

# Source: PubChem (National Center for Advancing Translational Sciences (NCATS))
